LGR2 inh: blocks bursicon-induced cAMP signaling via Drosophila LGR2; HEK293 LGR2, CRE-luciferase, bursicon-stimulated, 4 h; inhibition, % at 9.99 µM; actives 0.35% (n = 380,000); AID 720647;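 active = drop in luminescence signal, shown as inhibition above about 50% in the replicate tests, limit read from the data, passing the limit was not always enough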;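 note: agonist challenge used bursicon conditioned medium at about half maximal strength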
EWS-Fli block: blocks EWS/Fli oncoprotein-driven transcription | inhibition, % at 12.6 µM | actives 0.67% (n = 350,000) | A673 NR0B1-luciferase reporter, viability-normalised;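 active = mean inhibition of at least 50% after viability correction, with every replicate also passing that limit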;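 note: firefly luciferase signal divided by Alamar Blue viability fluorescence both relative to DMSO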
PGC1a acetyl inh: lowers PGC1a acetylation signal in U2OS cells. AlphaScreen anti-acetyl-lysine; with virally co-expressed GCN5 acetyltransferase. inhibition, % at 15.6 µM. actives 0.17% (n = 350,000);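 active = every replicate shows inhibition of at least 40%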;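 note: 0% = neutral control wells and 100% = positive control wells; some results beyond the cut were filed as inactive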
PAX8 inh HTS: inhibitors of PAX8 transcriptional activity in RMG-I cells | RMG-I TPO-luciferase reporter, SteadyGlo, 24 h | inhibition, % at 12.6 µM | actives 1.2% (n = 360,000) | AID 652154;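 active = mean replicate inhibition at least 60% with every replicate also reaching 60%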;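 note: luciferase light reporting Pax8 driven TPO promoter activity; plate controls were median of neutral control wells for no effect and mitoxantrone controls for full effect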
miR122 inh: inhibitors of miR-122 in Huh7 cells. Huh7 miR-122 Renilla luciferase sensor, 48 h; neutral wells = 0, positive control = 100. activation (reporter increase), % at 12.5 µM. actives 0.3% (n = 340,000). AID 602342;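 active = mean replicate activation score at least 90 and every replicate individually at or above 90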;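 note: higher luciferase means less miR-122 activity so hits act as miR-122 inhibitors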
Cneo AK release: causes C. neoformans cell lysis; adenylate kinase release luminescence, 4 h; normalised: neutral wells 0, clomiphene wells 100; lysis activity, % at 15 µM; actives 0.2% (n = 360,000);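 active = mean lysis activity across replicates of at least 80%, whatever share of replicates individually reach that level; inactive = mean lysis activity below 80%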
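Signal: Adenylate kinase release luminescence | Assay system: Log-phase Cryptococcus neoformans yeast cells | Input: Cells at 5 × 10^6 per mL | Buffer or medium: Fresh YPD growth medium | Compound: Single dose | Schedule: Static 4 h at 37 °C with compound, 1 h detection | Controls: Clomiphene | Read-out: Luminescence rise reflecting yeast cell lysis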
Active calls of the source: *; . = not tested or not shown; [ ] = another dose, or the depositor's remark. A portion of the library; rates above refer to the full screens.

The line under a structure holds: LGR2 inh	Cneo AK release	miR122 inh	PAX8 inh HTS	EWS-Fli block	PGC1a acetyl inh
- Cc1ccc(S(=O)(=O)n2nc(-c3ccco3)nc2SCc2ccccc2)cc1
→ .	1	-4	.	.	5
- Cc1nnc(-c2cnn(-c3ccccc3)c2N)n1Cc1ccncc1
→ .	0	-3	.	.	9
- CSC1=N/C(=C\c2ccc(F)cc2)C(=O)S1
→ .	-3	-10	.	.	5
- O=C(NCCN1CCN(C(=O)NC2CCCCC2)CC1)NC1CCCCC1
→ .	-1	1	.	.	-13
- CCC(CC)C(=O)NCc1ccccc1Cl
→ .	-2	-9	.	.	5
- CCc1nc(C)ccc1OCC(=O)O
→ .	1	-1	.	.	-22
- CCOc1ccc(-c2cc(CCCC(=O)NCCCOC)no2)cc1
→ .	0	-1	.	.	-5
- Cc1cc(S(=O)(=O)N2CCCC2)ccc1OCC(=O)NCc1ccco1
→ .	0	2	.	.	1
- C[C@@H]1CN([C@@H](C)CO)C(=O)Cc2cc(NC(=O)Nc3ccc(F)cc3)ccc2O[C@@H]1CN(C)Cc1ccc(C(=O)Nc2ccccc2N)cc1
→ .	.	-5[16.7 µM]	.	1	-9
- COc1ccc(C2C(C(=O)OCC3CCCO3)=C(C)NC3=C2C(=O)CC(c2ccco2)C3)cc1O (stereo not drawn)
→ .	-2	32	6	.	.
- N#Cc1cc2c(nc1SCC(=O)O)CCCC2
→ .	-1	-3	-28	.	.
- CCCCCn1c(=O)c(F)cn(Cc2ccc(OC)c([N+](=O)[O-])c2)c1=O
→ .	-1	3	7	.	.
- Oc1cccc(C=NCc2ccccc2)c1
→ .	-2	-1	17	.	.
- CCNc1nc(OCCNC(C)=O)nc(N(C)C)n1
→ .	-3	5	10	.	.
- CCOC(=O)CN(C(=O)CCC(=O)Nc1cc(C)on1)C(C(=O)NC1CCCC1)c1cccnc1 (stereo not drawn)
→ .	1	-2	-33	.	.

The line under a structure holds: LGR2 inh	Cneo AK release	miR122 inh	PAX8 inh HTS	EWS-Fli block	PGC1a acetyl inh
- Cc1nnc(SCCCn2c(N3CCCCC3)nc3c2c(=O)[nH]c(=O)n3C)s1
→ .	0	-9	3	.	.
- CCS(=O)(=O)n1nc(-c2ccc(Cl)cc2)nc1SC
→ .	0	-20	-163	.	.
- COc1nn(CC(=O)N2N=C(C(F)F)CC2(O)C(F)F)cc1[N+](=O)[O-] (stereo not drawn)
→ .	0	-5	-3	.	.
- NC(=O)C1CCN(CC(=O)Nc2ccccn2)CC1
→ .	0	1	11	.	.
- Cn1c(=O)cc(SCC(=O)NCCCN2CCOCC2)c2ccccc21
→ .	-1	0	15	.	.
- CCc1ccc(-c2nc(CN3CCC(C(=O)N4CCN(c5ccccn5)CC4)CC3)c(C)o2)cc1
→ .	1	-10	29	.	.
- O=C(CSc1ccc2c(c1)OCCO2)Nc1ccc(Cl)cn1
→ .	2	-6	11	.	.
- Cc1nn(-c2ccccc2)c(Cl)c1C(=O)Nc1nnc(C2CCCCC2)s1
→ .	3	4	-1	.	.
- CCOC(=O)/C=C1\SCC(=O)N1CC(=O)c1ccc[nH]1
→ .	3	-17	6	.	.
- C=CCN(CC=C)C(=O)c1ccncc1
→ .	1	-1	-2	.	.
- O=C(COC(=O)c1ccc(Br)o1)Nc1nc2ccccc2s1
→ .	-3	5	26	.	.
- CC(C)Cn1c(N)c(C(=O)NCc2cccs2)c2nc3ccccc3nc21
→ .	3	9	-7	.	.
- CCOC(=O)c1sc(=S)n(-c2ccccc2)c1SC
→ .	2	4	7	.	.
- Cc1ccc(NC(=O)c2ccccc2)s1
→ .	-1	-2	-150	.	.
- Cn1c(=O)cc(SCC(=O)NCCCN2CCOCC2)c2ccc(Cl)cc21
→ .	0	-2	8	.	.

Retrieved by structure from the list above, 2 records:
The line under a structure holds: LGR2 inh	Cneo AK release	miR122 inh	PAX8 inh HTS	EWS-Fli block	PGC1a acetyl inh
- N#Cc1cc2c(nc1SCC(=O)O)CCCC2
→ .	-1	-3	-28	.	.
- Oc1cccc(C=NCc2ccccc2)c1
→ .	-2	-1	17	.	.

Next section:
The line under a structure holds: LGR2 inh	Cneo AK release	miR122 inh	PAX8 inh HTS	EWS-Fli block	PGC1a acetyl inh
- COc1ccc(S(=O)(=O)Nc2ccc(S(=O)(=O)N3CCOCC3)cc2)cc1
→ .	-9	160*	-17	.	.
- O=C(O)c1ccc(-c2ccc(Cl)cc2Cl)o1
→ .	-4	-16	-32	.	.
- CCCOc1ccccc1Nc1nnc(C)c(=O)[nH]1
→ .	1	-11	-19	.	.
- CCCCOc1ccccc1NC(=O)CSc1nnnn1C(C)(C)C
→ .	2	7	3	.	.
- CCOC(=O)N1CCN(c2nc(-c3cccc(OC)c3)cc(C(F)(F)F)n2)CC1
→ .	-2	4	-7	.	.
- CC1(C)NC(=O)N(CCCCOc2ccc3ccccc3c2Cl)C1=O
→ .	-1	0	-24	.	.
- COc1cc(Cl)c(C)cc1NC(=O)CSc1nnc(-c2cccnc2)n1Cc1ccco1
→ .	-1	-1	6	.	.
- NC(=O)COC(=O)CCCc1nc2ccccc2s1
→ .	0	-8	4	.	.
- O=C(CSc1nnc(-c2cnccn2)n1Cc1ccco1)c1ccc(Cl)cc1
→ .	2	-2	17	.	.
- COc1ccc(C2C(C(C)=O)=C(O)C(=O)N2c2cccnc2)c(OC)c1 (stereo not drawn)
→ .	-3	-17	9	.	.
- Cc1nc(N2CCCCC2)c2ccsc2n1
→ .	4	3	-18	.	.
- CCn1c(=O)c2c(O)cc(=O)oc2c2ccccc21
→ .	0	-7	-3	.	.
- COc1ccccc1NS(=O)(=O)c1cc(C(=O)NCc2ccco2)ccc1C
→ .	2	110*	15	.	.
- CN(C)c1ccc(-c2nn3c(-c4ccccc4Cl)nnc3s2)cc1
→ .	2	40	44	.	.
- CC(NC(=O)c1ccco1)c1cccc2ccccc12 (stereo not drawn)
→ .	0	-1	5	.	.

Given as tab-separated lines: 4 of the compounds above.
mol	LGR2 inh	Cneo AK release	miR122 inh	PAX8 inh HTS	EWS-Fli block	PGC1a acetyl inh
Cc1nnc(-c2cnn(-c3ccccc3)c2N)n1Cc1ccncc1	.	0	-3	.	.	9
CSC1=N/C(=C\c2ccc(F)cc2)C(=O)S1	.	-3	-10	.	.	5
O=C(NCCN1CCN(C(=O)NC2CCCCC2)CC1)NC1CCCCC1	.	-1	1	.	.	-13
CCC(CC)C(=O)NCc1ccccc1Cl	.	-2	-9	.	.	5

More structures follow.
The line under a structure holds: LGR2 inh	Cneo AK release	miR122 inh	PAX8 inh HTS	EWS-Fli block	PGC1a acetyl inh
- CC(=O)Nc1ccc(S(=O)(=O)N2CCOCC2)cc1
→ .	2	9	2	.	.
- CCc1cc(C(=O)NNC(=S)Nc2cc(C)ccc2C)cs1
→ .	1	4	-44	.	.
- CC(C)(C)NC(=O)CN(Cc1cccs1)C(=O)c1csnn1
→ .	1	-13	-18	.	.
- Cc1c(NC(=O)c2cccs2)cccc1C(=O)O
→ .	0	-1	-39	.	.
- CCOC(=O)C1=C(C)OC(N)=C(C#N)C1c1ccoc1 (stereo not drawn)
→ .	-1	-5	7	.	.
- O=C(CCCn1c(SCC(=O)c2ccc(O)c(O)c2)nc2ccccc2c1=O)NCC1CCCO1 (stereo not drawn)
→ .	0	6	13	.	.
- COc1ccc(O)c(C2NC(CC(C)C)(C(=O)O)C3C(=O)N(Cc4ccccc4)C(=O)C23)c1 (stereo not drawn)
→ .	-3	4	7	.	.
- Cc1noc(COc2ccccc2OCc2onc(C)c2Cl)c1Cl
→ .	-2	-5	-19	.	.
- Cc1ccc(CN(C(=O)c2sc3ccccc3c2Cl)C2CCS(=O)(=O)C2)cc1 (stereo not drawn)
→ .	1	8	8	.	.
- O=C(NCc1cccs1)c1cccc(N2CCCC2=O)c1
→ .	-1	-2	-15	.	.
- COc1cccc(-c2nc(NCCN3CCOCC3)c3ccccc3n2)c1O
→ .	3	-36	6	.	.
- Cc1cc2ccccc2nc1SCC(=O)Nc1nc(-c2ccccc2)cs1
→ .	-2	27	6	.	.
- CC(=O)Nc1ccc(Nc2ncnc3c2cnn3-c2ccccc2)cc1
→ .	1	-15	-151	.	.
- CCC(C)c1c(O)nc(SCC(=O)Nc2ccccc2)[nH]c1=O (stereo not drawn)
→ .	0	4	27	.	.
- C=CCn1c(SCC(=O)NCc2ccccc2)nnc1-c1cc(Br)ccc1O
→ .	1	26	13	.	.

The line under a structure holds: LGR2 inh	Cneo AK release	miR122 inh	PAX8 inh HTS	EWS-Fli block	PGC1a acetyl inh
- O=C(CN1C(=O)NC(Cc2ccccc2)C1=O)Nc1ccc(F)cc1 (stereo not drawn)
→ .	-3	-2	13	.	.
- O=C(O)CCC(=O)Nc1ccc(F)cc1
→ .	0	-6	-7	.	.
- Cc1ccc(CNC(=O)C(C)OC(=O)c2cccs2)cc1 (stereo not drawn)
→ .	-1	1	-15	.	.
- O=C(Nc1ccc(F)cc1)c1cnc(-c2ccccc2)nc1-c1ccccc1
→ .	0	2	15	.	.
- COC(=O)C(O)(NC(=O)OCc1ccccc1)C(F)(F)F (stereo not drawn)
→ .	-3	-14	14	.	.
- COc1cccc(-n2cnnn2)c1
→ .	.	-1	5	.	0
- COc1cccc(C(=O)CSc2nnnn2C2CCCCC2)c1
→ .	.	0	-40	.	8
- COc1nc(-c2ccccc2)ccc1-c1noc(-c2ccco2)n1
→ .	.	1	-149	.	-4
- COC(=O)c1c(NC(=O)c2ccco2)sc(C(=O)N(C)C)c1C
→ .	.	-1	-1	.	-1
- O=C(Cn1ncc(Cl)c(Cl)c1=O)c1ccc(Cl)cc1
→ .	.	-21	33	.	85*
- COc1ccc(C(=O)CSc2nnc(CNc3ccc(C)cc3C)n2Cc2ccco2)cc1
→ .	1	.	0	.	1
- COc1cc2c(cc1OC)-c1cc(OCCN3CCOCC3)nc(=O)n1CC2
→ .	8	.	21	.	4
- Cc1c(-n2cc(C(=O)O)c(=O)c3cc(F)c(N4CCCC4)c(F)c32)c(=O)n(-c2ccccc2)n1C
→ .	-1	.	11	.	7
- Cc1ccc(NCc2nnc(SCC(=O)N3CCCCC3)n2CC2CCCO2)c(C)c1 (stereo not drawn)
→ .	-2	.	1	.	-5
- C[C@]1(C(=O)NC2CC2)c2ccccc2C(=O)N(Cc2cc(C(F)(F)F)cc(C(F)(F)F)c2)[C@H]1c1ccc(CO)cc1
→ .	.	.	-29	-1	-4

The line under a structure holds: LGR2 inh	Cneo AK release	miR122 inh	PAX8 inh HTS	EWS-Fli block	PGC1a acetyl inh
- COc1cccc(-c2ccc(CC[C@H]3O[C@H]4CC[C@H](CO)O[C@H]4C[C@@H]3NC(=O)CN(C)C)cc2)c1
→ .	.	.	5	-14	-3
- Cc1ccc(S(=O)(=O)NC[C@@H]2CC[C@@H]3[C@@H](CN3C(=O)CN(C)C)O2)cc1
→ .	.	.	5	4	4
- Cc1cc(OCCn2ccnc2)ccc1C(C)C
→ -5	2	1	.	.	.
- Cc1ccc([N+](=O)[O-])cc1N(CC(=O)Nc1ccc(S(=O)(=O)Nc2cccc(C(F)(F)F)c2)cc1)S(C)(=O)=O
→ 11	-3	123*	.	.	.
- CCCC(=NCCc1c(C)[nH]c2ccccc12)C1=C(O)CC(c2ccccc2)CC1=O (stereo not drawn)
→ -23	1	10	.	.	.
- C=CCc1cccc(C=Nc2cc(Br)ccc2O)c1O
→ -2	4	-17	.	.	.
- COc1ccc(C(=O)NC(=S)NCC2CCCO2)cc1 (stereo not drawn)
→ 5	2	-5	.	.	.
- COc1ccc(NS(=O)(=O)c2ccc(NC(=O)c3ccc(N(C)S(C)(=O)=O)cc3)cc2)cc1
→ 4	-1	4	.	.	.
- CCCC(=O)N(c1ccc(OCC)cc1)C1C=CS(=O)(=O)C1 (stereo not drawn)
→ -7	-1	0	.	.	.
- CC(C)n1c(SCC(=O)Nc2nc3ccccc3s2)nc2c1c(=O)n(C)c(=O)n2C
→ 18	7	-4	.	.	.
- Cc1cccc2nc(-c3ccccc3)nc(N3CCC(O)(c4ccc(Cl)cc4)CC3)c12
→ 15	-4	4	.	.	.
- CC(C)(C)NS(=O)(=O)c1ccc(CCC(=O)NCc2ccc3c(c2)OCO3)cc1
→ -27	10	-2	.	.	.

Among those listed so far, these have a cyano group:
The line under a structure holds: LGR2 inh	Cneo AK release	miR122 inh	PAX8 inh HTS	EWS-Fli block	PGC1a acetyl inh
- N#Cc1cc2c(nc1SCC(=O)O)CCCC2
→ .	-1	-3	-28	.	.
- CCOC(=O)C1=C(C)OC(N)=C(C#N)C1c1ccoc1 (stereo not drawn)
→ .	-1	-5	7	.	.

From PubChem BioAssay
